MOR-DOR inv ag: mu-delta opioid heterodimer inverse agonism. P35372+P41143. AID 504357. cell-based MOR-DOR heterodimer luminescence. 340,000 tested, 0.21% active. inhibition, % at 9.3 µM; in the data active means inhibition above about 22%, passing the limit was not always enough;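 further: 0% = cells with DMSO and 100% = wells without cells with DMSO; values of inactives mirror those of a sister screen read the other way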
CAL PDZ FP: CAL PDZ (human) peptide binding inhibition | Q9HD26 | purified CAL PDZ, TMR-peptide fluorescence polarization, 1 h | inhibition, % at 24.9 µM | 300,000 tested, 0.92% active;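 active means mean inhibition of at least 30% with at least half of replicates also reaching 30%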;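 further: 0% = DMSO neutral control and 100% = excess unlabeled competitor peptide PRC23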
Keap1-Nrf2 PPI: disrupts human Keap1 binding to Nrf2 peptide | Keap1 Kelch-Nrf2 peptide fluorescence polarization, 1536-well | Q14145 | AID 504523 | 340,000 tested, 0.15% active | inhibition, % at 9.4 µM; in the data active means inhibition above about 12%;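 further: human Keap1 Kelch domain with fluorescein labeled Nrf2 9mer peptide probe; 0% = neutral control wells and 100% = peptide positive control; higher means more block of Keap1 binding to Nrf2 peptide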
Target sequence (Q14145 whole entry, looked up, the tested form may be a part): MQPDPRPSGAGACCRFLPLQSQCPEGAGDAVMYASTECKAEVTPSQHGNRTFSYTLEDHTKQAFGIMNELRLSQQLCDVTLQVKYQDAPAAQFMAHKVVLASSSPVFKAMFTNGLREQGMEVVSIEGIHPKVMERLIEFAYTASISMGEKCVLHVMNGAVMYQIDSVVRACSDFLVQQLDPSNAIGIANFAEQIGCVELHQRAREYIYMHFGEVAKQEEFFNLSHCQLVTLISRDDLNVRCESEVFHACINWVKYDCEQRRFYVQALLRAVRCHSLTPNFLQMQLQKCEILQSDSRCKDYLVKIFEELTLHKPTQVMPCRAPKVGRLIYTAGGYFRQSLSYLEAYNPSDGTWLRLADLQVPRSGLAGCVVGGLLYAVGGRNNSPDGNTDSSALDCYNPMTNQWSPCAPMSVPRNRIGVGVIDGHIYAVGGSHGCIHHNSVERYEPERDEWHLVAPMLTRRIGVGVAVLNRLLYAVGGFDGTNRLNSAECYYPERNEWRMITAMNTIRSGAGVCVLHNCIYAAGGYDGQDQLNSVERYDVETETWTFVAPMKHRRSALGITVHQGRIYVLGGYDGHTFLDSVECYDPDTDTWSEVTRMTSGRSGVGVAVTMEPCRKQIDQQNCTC
RTF Ca sens inh: cardiac RTF calcium desensitization. P19429+P45379. IANBD-labeled cardiac RTF, Ca2+ fluorescence. inhibition, % at 7.15 µM. 340,000 tested, 0.12% active. AID 493244;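 active means inhibition above the mean inhibition of all tested compounds plus 3 SD, cut at about 17% in these data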;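 further: assay run at fixed EC70 calcium of 1.6 mM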
OPRM1-OPRD1 ag: OPRM1-OPRD1 heterodimerization agonism. P35372+P41143. cells, luminescence. activation, % at 9.3 µM. 340,000 tested, 0.3% active. AID 504326; in the data active means activation above about 18%;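 further: 0% = vehicle-treated cells and 100% = reference agonist; values of inactives mirror those of a sister screen read the other way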
V-ATPase pHluor: regulators of yeast V-ATPase proton transport. 350,000 tested, 0.37% active. response, % at 10 µM. S. cerevisiae, pHLuorin cytosolic pH fluorescence; in the data active means response mostly above about 7.3%, no sharp cut-off; inactive means mostly below about 5.4%; further: actives read high; inactives centre near 0; some compounds called inactive have numbers as strong as hits; reference of the scale not given here
HTR5A ag: HTR5A agonism, opioid heterodimer counter-screen; P47898; HTR5A agonist assay, luminescence, cell-based; activation, % at 9.3 µM; 340,000 tested, 0.61% active; AID 504692; in the data active means activation mostly above about 9.5%, no sharp cut-off; inactive means mostly below about 7.6%;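 further: 0% = cells with vehicle only and 100% = reference agonist; strong numbers were not always called active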
Target sequence (P47898 whole entry, looked up): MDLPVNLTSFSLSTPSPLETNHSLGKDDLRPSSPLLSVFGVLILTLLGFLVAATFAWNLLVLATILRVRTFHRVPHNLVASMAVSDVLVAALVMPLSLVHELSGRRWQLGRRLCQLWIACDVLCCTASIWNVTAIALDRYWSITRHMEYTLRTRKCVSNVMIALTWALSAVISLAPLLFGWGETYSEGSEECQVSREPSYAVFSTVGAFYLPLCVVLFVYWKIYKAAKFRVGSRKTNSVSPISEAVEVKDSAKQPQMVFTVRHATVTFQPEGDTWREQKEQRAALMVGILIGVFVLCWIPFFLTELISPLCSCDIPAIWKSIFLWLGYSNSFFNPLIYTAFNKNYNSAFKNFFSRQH
HTR5A inv ag: HTR5A inverse agonism, opioid heterodimer counter-screen; AID 504634; 340,000 tested, 0.083% active; HTR5A cell line, luminescence; inhibition, % at 9.3 µM; in the data active means inhibition mostly above about 23%, no sharp cut-off; inactive means mostly below about 18%;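 further: 0% = cells with DMSO and 100% = no-cell wells with DMSO; some compounds called inactive have numbers as strong as hits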
LANA DNA inh: blocks KSHV LANA C-terminal domain binding to DNA. MBP-C-LANA/FAM-LBS DNA binding, fluorescence polarization. inhibition, % at 9 µM. 340,000 tested, 0.078% active;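 active means highest replicate inhibition at or above 60% at 9 µM, even if other replicates fall short; inactive means all replicates below 60% inhibition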;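 further: 0% = neutral control wells and 100% = 4 µM acridine orange control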
cardiac RTF act: increases calcium sensitivity of human cardiac regulated thin filaments; P19429+P45379; IANBD-labeled TnC RTF fluorescence at EC20 calcium; 0% EC20 calcium, 100% full calcium; activation, % at 7.2 µM; 340,000 tested, 0.24% active; AID 493008;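 active means activation above the mean over all tested compounds plus 3 SD, cut at about 30% in these data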;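 further: rise in fluorescence read as greater calcium sensitivity of cardiac thin filaments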
Starred values were filed as active, the others as inactive; . = not tested or not shown.

SMILES	MOR-DOR inv ag	CAL PDZ FP	Keap1-Nrf2 PPI	RTF Ca sens inh	OPRM1-OPRD1 ag	V-ATPase pHluor	HTR5A ag	HTR5A inv ag	LANA DNA inh	cardiac RTF act
CC(=O)N1CCN(S(=O)(=O)c2cccc(C(=O)NNC(=O)COc3ccc(F)cc3)c2)CC1	9	-5	-2	0	-2.3	-3	-4	7	0.2	-2
O=C(COC(=O)C1CCC1)Nc1ccccc1Sc1ccccc1	-32	-6	3	-6	6.1	-2	6	-6	0.3	-4
COC(=O)c1ccc(CN2CCN(CCC(C)C)C(CCO)C2)cc1 (configuration not stated)	-8	-2	-5	-6	1.1	-2	4	-6	-0.6	-4
CCOC(=O)c1c(C)[nH]c2cc(Br)c(O)cc12	-25	-5	-6	-8	4.7	-4	-1	7	-1.1	-1
CCOC(=O)c1c(C)[nH]c(C(=O)COC(=O)CCNS(=O)(=O)c2ccc(NC(C)=O)cc2)c1C	15	-6	-4	-12	-4.1	9	1	-14	-0.1	-2
COc1ccc(CNC(=O)/C=C/c2cc3c(cc2Br)OCO3)cc1	-7	.	5	-9	1.4	2	-4	-11	0.5	-1
CC(=O)c1cccc(S(=O)(=O)N2CCCC(c3nc4c(nnn4Cc4ccccc4Cl)c(=O)[nH]3)C2)c1 (configuration not stated)	16	-13	-3	0	-2.5	1	-4	-38	0.0	-6
CN(CC(=O)Nc1ccc2c(c1)OCO2)S(=O)(=O)c1cccs1	9	-6	0	-7	-1.6	-1	5	-15	0.3	4
COc1ccc(Cl)cc1NC(=O)c1noc2c1CCCC2	-6	-3	1	-6	1.1	1	1	5	-1.1	1
CN(Cc1ccccc1)C(=O)COC(=O)c1ccc2c(c1)OCO2	17	-2	3	-1	-3.1	0	-2	5	-1.0	3
C/C(O)=C(\C#N)c1nnc2n1CCCCC2	5	-4	-6	-30	-0.8	2	3	-24	-1.6	-3
CN(C)CCN(C(=O)c1ccc2ccccc2c1)c1nc2c(F)cc(F)cc2s1	4	-2	-1	-4	-0.8	4	0	1	-1.1	-4
COc1ccc(Cc2nc3ccccc3[nH]c2=O)cc1	10	-1	4	9	-1.6	-1	-3	11	-0.9	-1
COc1ccc(CNCc2ccc(C(F)(F)F)cc2)cc1OC	11	-5	-1	4	-2.1	-1	-5	17	0.7	0
Cc1ccc(C(=O)OCC(=O)NCc2ccco2)cc1S(=O)(=O)N1CCOCC1	4	-2	1	-7	-0.8	0	-1	2	0.6	13
CC(OC(=O)c1cccnc1Cl)C(=O)Nc1ccc2c(c1)OCO2 (configuration not stated)	10	-4	0	-10	-2.6	0	0	27	-0.1	2
CC(=O)NC(=S)NNC(=O)COc1ccc([N+](=O)[O-])cc1	32	1	4	-3	-6.5	1	-2	11	1.2	4
CCOC(=O)c1c(S(=O)(=O)NCC(=O)Nc2cccc(C)n2)c(C)n(C)c1C	10	-3	1	-5	-2.0	1	2	-7	1.3	-5
O=C(CN1C(=O)CNC1=O)Nc1ccc(Cl)cc1	6	-4	-1	-9	-1.1	2	-2	5	-2.5	7
COc1ccc(N(C)S(=O)(=O)c2cccc(C(=O)NCC(c3cccs3)N(C)C)c2)cc1 (configuration not stated)	-84	1	-3	-20	13	6	0	-4	0.1	5
CCCN1CCC(NC(=O)Nc2ccc(OC)c(OC)c2)CC1	2	-3	-5	1	-0.4	-4	1	-33	-1.3	-1
CC(C)Sc1nnc(NC(=O)c2ccc3c(c2)OCO3)s1	10	-4	-2	-1	-2.9	-5	2	4	0.6	3
O=C(NCC1CCCCC1)c1cc(S(=O)(=O)N2CCCCC2)ccc1Cl	12	0	0	1	-2.9	2	-1	2	-0.4	6
CN(c1ccccc1)c1ccc(/C=C/[N+](=O)[O-])cc1	-31	3	-10	-13	5.9	-3	0	2	-0.5	14
Cc1ccc(CCCOC(=O)CN2CCCCC2)cc1	-4	-1	3	4	0.8	-3	2	-4	-0.4	-2
CCOc1ccccc1NC(=O)N1CCCC1C(=O)Nc1ccc(-n2cnnn2)c(C)c1 (configuration not stated)	9	-1	-3	0	-1.6	0	7	-15	1.9	-1
Cc1cc(Br)cc(Br)c1OCC(=O)NNC(=O)c1ccoc1C	-4	-2	2	5	0.8	-5	2	-31	.	-4
CC(C)(CNC(=O)C1CCN(S(=O)(=O)c2cc([N+](=O)[O-])ccc2Cl)CC1)N1CCOCC1	-29	-3	-4	-2	4.6	-1	-2	0	1.6	-7
Cn1c(NCc2c[nH]c3ccccc23)nc2ccccc21	-21	-2	-5	-6	3.8	-1	5	-34	-0.3	-5
CC(=O)Nc1ccc2nc(NC(=O)COc3ccccc3Cl)sc2c1	5	-5	-2	-3	-1.0	2	-1	2	1.4	2

Single values from the results shown.
V-ATPase pHluor with CN(c1ccccc1)c1ccc(/C=C/[N+](=O)[O-])cc1 = -3
OPRM1-OPRD1 ag with Cc1cc(Br)cc(Br)c1OCC(=O)NNC(=O)c1ccoc1C = 0.8

The listing continues.
SMILES	MOR-DOR inv ag	CAL PDZ FP	Keap1-Nrf2 PPI	RTF Ca sens inh	OPRM1-OPRD1 ag	V-ATPase pHluor	HTR5A ag	HTR5A inv ag	LANA DNA inh	cardiac RTF act
Cc1cccc(C(=O)N[C@H](C(=O)OCc2cc(=O)n3c(n2)sc2ccccc23)C(C)C)c1	-4	-1	-5	-7	0.9	6	0	-10	-0.6	-2
COc1cc(F)cc(-c2ccc3c(c2)c(-c2cccs2)c(-c2cc(OC)cc(OC)c2)n3C)c1	6	-1	-7	-11	-1.0	4	3	-10	-1.0	7
COc1ccc(S(=O)(=O)N(CC(C)C)C2CCS(=O)(=O)C2)cc1OC (configuration not stated)	5	.	1	-8	-0.8	5	-5	9	1.1	21
Cc1nn(-c2ccccc2)c(C)c1CNC(=O)c1ccc(S(=O)(=O)NCc2ccco2)cc1	-5	.	-4	-1	1.1	20*	-2	8	-0.2	-4
CCOc1ccc(C(=O)NCC(=O)OCCCC(=O)c2ccc(F)cc2)cc1OCC	8	-4	4	-7	-2.1	-2	2	-6	0.4	-3
C=CC[C@H](CC(=O)OC(C)(C)C)C(=O)OC[C@@H]1CCCN1C(=O)[C@H](CC=C)CC(=O)N[C@H](CO)Cc1ccccc1	-4	1	-5	6	0.7	9	-3	-2	1.6	1
Cc1ccccc1CN1CCN(CC(=O)NCc2ccc3c(c2)OCO3)C1=O	9	.	-3	2	-1.7	-3	0	7	0.9	5
Cc1cnc(NC(=O)CSc2nnc(COc3ccccc3)o2)s1	2	-1	-7	2	-0.5	1	-4	-11	-1.0	11
CC(OC(=O)C1CC(=O)N(Cc2ccco2)C1)C(=O)Nc1cccc(C#N)c1 (configuration not stated)	1	-3	-5	-10	-0.1	9	0	-14	3.2	-1
COc1cc(OC)c(-c2nc(-c3ccncc3)no2)cc1OC	4	-4	1	-4	-0.9	3	-1	4	-2.0	1
CCn1c(=S)[nH]c2nc3c(cc2c1=O)CCCC3	7	-4	-3	0	-1.3	-1	-1	9	-1.7	4
CCOC(=O)Cc1csc(NC(=O)CCCN2C(=O)c3ccccc3C2=O)n1	10	.	2	-7	-2.0	0	3	8	-1.3	-2
COc1ccc(/C=N/NC(=O)CCc2ccccc2)cc1O	-2	-3	-2	-12	0.4	2	1	-24	-1.0	6
O=C(NCc1ccco1)c1cccc(NC(=O)c2ccccc2)c1	3	2	-1	-3	-0.7	-1	-3	7	-1.2	0
Cc1ccc(CS(=O)(=O)c2ncc(Cl)c(C(=O)Nc3nnc(C(C)C)s3)n2)cc1	14	-2	-4	-5	-2.9	-5	3	-10	0.5	-5
CCOC(=O)CC(NC(=O)c1cc2cc(Cl)cc(Cl)c2oc1=O)c1cccc([N+](=O)[O-])c1 (configuration not stated)	3	4	1	-5	-0.4	0	7	-22	-1.1	-2
O=C(NCCSCc1ccco1)Nc1ccc(Cl)cc1	-9	-6	-3	0	2.1	-3	2	-4	-0.1	-1
CCOC(=O)Cc1csc(NC(=O)c2ccc(S(=O)(=O)N(CCOC)CCOC)cc2)n1	-21	1	0	8	2.9	-2	10	8	0.6	-1
O=C(N/N=C/c1cccnc1)c1cc2c(ccc3ccccc32)o1	-42	-1	-5	5	7.2	0	-5	2	-0.3	-4
O=C(O)c1cccc(NC(=O)c2ccc(S(=O)(=O)c3ccccc3)cc2)c1	0	-2	-5	-2	-0.1	0	1	-10	-0.3	0
O=C(NCCc1ccccn1)C1CCCN1S(=O)(=O)c1ccc(Cl)cc1 (configuration not stated)	12	11	0	-4	-1.8	-4	8	-23	0.5	-8
COc1cc(Br)c(C2CC(=O)Nc3cc(OC)c(OC)cc32)cc1OC (configuration not stated)	1	0	-2	-6	-0.3	2	2	-7	-7.9	-2
O=C(Nc1ccncc1)c1ccc(F)cc1	8	.	2	1	-1.5	1	0	2	-0.3	-2
Cc1ccc(C)c(NC(=O)CCC(=O)NNC(=S)Nc2ccccc2)c1	3	-5	-2	2	-0.6	2	-5	12	-0.1	3
O=C1CC(C(=O)Nc2cc(Cl)ccc2Cl)n2ncnc2N1 (configuration not stated)	1	-3	-3	-8	-0.2	3	1	0	-0.8	8
COc1cc(C=O)ccc1OCCCOc1ccccc1C(=O)O	11	-4	-2	0	-2.6	-4	4	1	-4.7	-1
Cc1noc(C)c1S(=O)(=O)N(CC(=O)Nc1ccc2c(c1)OCCO2)c1ccc(C(C)C)cc1	-19	3	4	-2	3.7	1	-1	3	-0.8	-4
Cc1ccn2c(C(=O)N/N=C\c3ccc4c(c3)OCO4)c(C)nc2c1	1	-5	-4	9	-0.2	3	-3	9	0.8	-2
O=C(Cc1ccccc1F)NCC1(N2CCOCC2)CCCCC1	10	-1	-3	-4	-1.8	-2	2	11	-1.9	1
Cc1cc(C)c(S(=O)(=O)Nc2cccc(C(=O)O)c2)cc1S(=O)(=O)Nc1cccc(C(=O)O)c1	7	8	4	-10	-1.5	2	6	11	-0.7	0
COc1ccccc1NC(=O)CN1CC(=O)Nc2ccccc21	12	-3	-7	-12	-2.4	1	-4	10	0.1	4
NC(=O)c1ccsc1NC(=O)COC(=O)c1cccnc1Cl	14	-1	-3	-9	-2.7	1	4	-17	-0.6	1
COc1cccc(CC(=O)NCCCSc2ccccc2)c1	-2	-4	-7	3	0.3	2	4	10	0.5	2
O=C(O)c1ccc(N2C(=O)/C(=C/c3ccc(-c4ccc([N+](=O)[O-])cc4)o3)C=C2c2ccccc2)cc1	9	-17	-8	-2	-1.9	4	4	-14	39	-9
COc1ccc(N(CC(=O)N2CCc3ccccc32)S(=O)(=O)c2c(C)noc2C)cc1	3	-2	2	1	-0.6	-2	-2	-10	-0.5	-2
Cc1ccc(C2NC(=O)Cc3ccccc32)cc1 (configuration not stated)	-4	-3	4	-1	0.7	-4	-2	-12	1.3	-3
Cc1cc(C(=O)OCC(=O)N2CCOCC2)c(C)n1-c1ccccc1	8	-2	2	-1	-2.0	1	-1	2	0.0	1
COc1ccc2nc(NC(=O)c3cccnc3SC)sc2c1	14	-3	-7	-2	-2.8	-4	-1	1	-1.1	-1
CC1CCCCN1C(=O)CSc1nnc(-c2ccco2)o1 (configuration not stated)	-16	0	-2	-1	2.0	6	3	-17	0.0	-3
Cc1ccc(S(=O)(=O)N2CCC(C(=O)Nc3nnc(-c4ccco4)s3)CC2)cc1	0	0	3	-3	0.1	-3	0	1	1.0	0

High-throughput results deposited in PubChem BioAssay by several laboratories.
